Screens from PubChem BioAssay.
Kir21 inh – Kir2.1 (mouse) channel inhibition; P35561; B-score at 10 µM; actives 0.85% (n = 310,000); HEK293-Kir2.1, FluxOR thallium flux fluorescence; hits give low values;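 active = fluorescence ratio B-score at or below minus 3 SD of library scores, with starting-brightness B-score within 2 SD, cut at about -4.2 in these data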;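 also: channel flux triggered by added potassium and thallium sulfate stimulus; B-score of peak minus minimum fluorescence over baseline after thallium stimulus; more negative B-score means stronger Kir2.1 block with less thallium influx; some compounds called inactive have numbers as strong as hits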
KCNQ2 inh – KCNQ2 potassium channel inhibitors, primary screen, cell-based, CHO-K1, FluxOR thallium flux, B-score (AID 2156) | O88943 | 20 min; hits give low values | B-score at 10 µM | actives 1.1% (n = 310,000);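 active = fluorescence ratio B-score at most minus 3 library SDs, with starting brightness B-score within 2 library SDs, cut at about -5.5 in these data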
Target sequence (O88943 whole entry, looked up): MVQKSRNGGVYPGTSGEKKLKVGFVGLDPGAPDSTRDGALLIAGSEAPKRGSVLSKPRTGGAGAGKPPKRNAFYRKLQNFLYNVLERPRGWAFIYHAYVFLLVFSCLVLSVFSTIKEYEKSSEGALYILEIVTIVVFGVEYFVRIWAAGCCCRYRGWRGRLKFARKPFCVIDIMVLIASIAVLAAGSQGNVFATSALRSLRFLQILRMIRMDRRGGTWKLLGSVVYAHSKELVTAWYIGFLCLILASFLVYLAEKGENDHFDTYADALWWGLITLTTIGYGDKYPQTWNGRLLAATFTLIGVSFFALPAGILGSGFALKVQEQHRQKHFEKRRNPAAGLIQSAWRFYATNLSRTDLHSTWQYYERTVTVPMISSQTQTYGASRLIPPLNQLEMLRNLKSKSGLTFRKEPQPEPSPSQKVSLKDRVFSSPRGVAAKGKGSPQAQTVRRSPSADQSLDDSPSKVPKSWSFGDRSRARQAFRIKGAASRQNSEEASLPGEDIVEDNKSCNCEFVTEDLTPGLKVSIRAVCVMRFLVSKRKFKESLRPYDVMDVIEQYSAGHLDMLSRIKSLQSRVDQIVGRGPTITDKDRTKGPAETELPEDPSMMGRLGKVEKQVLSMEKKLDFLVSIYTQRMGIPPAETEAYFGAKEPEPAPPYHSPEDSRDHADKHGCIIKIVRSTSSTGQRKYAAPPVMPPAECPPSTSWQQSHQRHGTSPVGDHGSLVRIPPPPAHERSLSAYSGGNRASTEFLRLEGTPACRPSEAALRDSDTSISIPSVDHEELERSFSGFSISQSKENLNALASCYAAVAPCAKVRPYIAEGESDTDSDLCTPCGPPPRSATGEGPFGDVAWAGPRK
* hit, by the source's call; i = inactive.

Start of the data: the first two entries as a preview:
SMILES | KCNQ2 inh | Kir21 inh
COc1ccc(CCN=C(N)NS(=O)(=O)c2ccccc2)cc1 | i | -0.02
COc1ccc(N2CCN(C(=O)CCCN3C(=O)c4cccc5cccc(c45)C3=O)CC2)cc1 | i | 1.19

All compounds of this part, previewed entries included:
SMILES | KCNQ2 inh | Kir21 inh
COc1ccc(CCN=C(N)NS(=O)(=O)c2ccccc2)cc1 | i | -0.02
COc1ccc(N2CCN(C(=O)CCCN3C(=O)c4cccc5cccc(c45)C3=O)CC2)cc1 | i | 1.19
Nc1nc(NC(=O)c2ccc(Cl)cc2)nn1-c1ccccc1 | i | -0.27
COC(=O)CNC(=O)C(NC(=O)OCc1ccccc1)C(C)C (stereo unspecified) | i | -0.71
O=c1ccc2cc([N+](=O)[O-])c(CCO)cc2o1 | i | -0.04
CCCc1cc(=O)oc2c(C)c(OCC(=O)Nc3ccc(CN4CCOCC4)cc3)ccc12 | i | 0.03
CCOc1ccc(NC(=O)CCN2C(=S)NC(C)(C)CC2C)cc1 (stereo unspecified) | i | 2.05
S=c1[nH]nc(-c2cccc(Cl)c2)n1Cc1ccccc1 | i | 2.18
CCO[C@@H]1OC(C(N)=O)=C[C@H](c2ccc(Br)cc2)[C@H]1CCCO | i | -0.48
O=C(O)COc1ccccc1/C=N/NC(=O)CSc1nc2ccccc2c(=O)n1-c1ccccc1 | i | 0.67
CC[n+]1c(C)n(C)c2cc(S(=O)(=O)N(C)C)ccc21 | i | 1.35
COc1cc(/C=C2\COC/C(=C\c3ccc(O)c(OC)c3)C2=O)ccc1O | i | -1.16
Cc1nc(SCC(=O)NC(C)(C)C)c2c(-c3cccs3)csc2n1 | -6.23* | -3.22
O=C(NC12CC3CC(CC(C3)C1)C2)c1ccc(Br)o1 | i | 0.03
COc1ccc(NCc2nnc(SCC(=O)Nc3cc(C(F)(F)F)ccc3Cl)o2)cc1 | i | 0.1
CCOC(=O)C1CCN(C(=O)c2cc3c(OC)c(OC)c(OC)cc3[nH]2)CC1 | i | 0.41
CCCC(O)(CCC)C(=O)NN(C(=O)CCl)c1ccccc1 | i | 1.63
COc1ccc(CCNC(=O)C2CCCN(S(=O)(=O)N3CCCCCC3)C2)cc1OC (stereo unspecified) | i | 0.18
C/C(=N/NC(=O)c1ccc(NC(=O)c2ccc(F)cc2)cc1)c1ccccc1 | i | 1.85
CCOC(=O)c1c(NC(=O)CSc2nnnn2-c2ccc3c(c2)OCO3)sc(C)c1C | i | 0.24
CCN(CC)CCC(=O)N1c2ccccc2CCc2ccc(NC(=O)OC(C)C)cc21 | i | -0.19
CCN1C(=O)[C@H]2[C@@H](c3ccc(C)cc3)N3C(=O)N(c4cccc(C)c4)C(=O)[C@@]3(Cc3ccccc3)[C@H]2C1=O | i | 0.96
O=C(CSc1nnc(-c2ccc(Cl)cc2Cl)n1C1CCCCC1)N1CCCC1 | i | -0.03
O=C(Nc1nc2c(s1)CN(Cc1ccccc1)CC2)C1CCCC1 | i | -0.43
COc1ccc(S(=O)(=O)N2c3ccccc3OCC2CC(=O)O)cc1 (stereo unspecified) | i | 1.32
NS(=O)(=O)c1ccc(CCNC(=O)c2cc(-c3ccccc3)nc3ccccc23)cc1 | i | 0.03
Cc1cccc(N=Nc2c(C)[nH]n(C(N)=S)c2=O)c1C | i | 0.32
COc1cccc(C2SCC(=O)N2c2ccc(C)cc2)c1OC (stereo unspecified) | i | -1.92
Cc1ccsc1/C=C/C1=Cc2c(sc(NC(=O)CSc3n[nH]c(N)n3)c2C#N)C(C)(C)C1 | i | -1.36
CC(=O)C12C3C4C(C5C1C3C5(Br)C41OCCO1)C21OCCO1 (stereo unspecified) | i | -2.21

The closing 3 compounds of the section above come first, to join the parts.
SMILES | KCNQ2 inh | Kir21 inh
COc1cccc(C2SCC(=O)N2c2ccc(C)cc2)c1OC (stereo unspecified) | i | -1.92
Cc1ccsc1/C=C/C1=Cc2c(sc(NC(=O)CSc3n[nH]c(N)n3)c2C#N)C(C)(C)C1 | i | -1.36
CC(=O)C12C3C4C(C5C1C3C5(Br)C41OCCO1)C21OCCO1 (stereo unspecified) | i | -2.21
Cc1ccc(N2CCCCn3c2nc2c3c(=O)[nH]c(=O)n2C)cc1 | i | 1.09
CCn1c(SCC(=O)Nc2ccc(NC(C)=O)cc2)nc2c([nH]c3ccccc32)c1=O | i | 1.6
CCCCc1ccc(S(=O)(=O)NC2CCS(=O)(=O)C2)cc1 (stereo unspecified) | i | -0.21
CCSc1nnc(Cn2c(=O)sc3ccccc32)n1-c1ccccc1C | i | -1.45
O=C(COC(=O)C(Cc1ccccc1)NC(=O)c1ccc(Cl)cc1)c1ccc(Cl)cc1 (stereo unspecified) | i | 1.63
C#CCN(N(C)c1ncc(C(F)(F)F)cc1Cl)S(=O)(=O)c1ccc2ccccc2c1 | i | -0.22
CN(C)c1ccc(C2SCCN2C(=O)c2ccc([N+](=O)[O-])cc2)cc1 (stereo unspecified) | i | -1
CCn1c2ccccc2c2cc(NC(=O)c3ccc(=O)oc3)ccc21 | i | 0.38
COCCNC(=S)N(CCc1c(C)[nH]c2ccc(OC)cc12)Cc1cccnc1 | i | 0.29
Cc1cccnc1Nc1nc(-c2ccc(O)cc2)cs1 | i | -1.48
COC(=O)CNC(=O)CNC(=O)c1nn(-c2ccc(OC)c(Cl)c2)c(=O)c2ccccc12 | i | 1.82
Cc1ccc(O)c(NC(=S)NC(=O)Cc2ccc(Cl)cc2)c1 | i | 1.06
CCCN1CCN(CCCNC(=O)Cn2nc(-c3ccc(C)cc3)ccc2=O)CC1 | i | -0.58
CCCCOc1ccc(C(=O)N(Cc2ccco2)C2CCS(=O)(=O)C2)cc1 (stereo unspecified) | i | 1.35
CCOc1ccc(N2Nc3n[nH]c(N)c3N2)cc1 | i | 0.01
CC(=O)Nc1ccc(S(=O)(=O)NC2(C(F)(F)F)C(=O)NC(C)=C2C#N)cc1 (stereo unspecified) | i | -0.1
CCCCS(=O)(=O)Nc1ccc(C(=O)NCC2CCCO2)cc1 (stereo unspecified) | i | -0.8
C=CCOc1cccc(C2NC(=O)c3ccccc3O2)c1 (stereo unspecified) | i | 0.28
CCOc1ccccc1NC(=O)CN1CCC(NC(=O)c2ccccc2)CC1 | i | -0.02
COc1ccc(CNC(=O)[C@@H](NC(=O)C2CCN(C(=O)[C@@H](N)CCSC)CC2)C(C)C)cc1 | i | 0.27
Cc1ccccc1CN1CCCC(C(=O)N2CCCCC2)C1 (stereo unspecified) | i | 1.22
OC(COc1ccc(Cl)cc1)CN1CCC(Cc2ccccc2)CC1 (stereo unspecified) | i | -0.48
CCOC(=O)N1CCC(Nc2c([N+](=O)[O-])cc(C(=O)O)cc2[N+](=O)[O-])CC1 | i | 0.68
CC1=NN(c2ccc(Cl)cc2)C(=O)/C1=C\c1cccn1-c1ccc(S(N)(=O)=O)cc1 | i | 1.25
O=C(Nc1cccn(Cc2ccccc2)c1=O)NC1CCCCC1 | i | 1.09
COc1ccc(NS(=O)(=O)c2ccc(N3CCOCC3)c(NC(=O)C(C)C)c2)cc1 | i | 0.01
N#Cc1cnc(Nc2ccc(F)cc2)nc1N | i | 0.89
O=C(Cc1coc(-c2ccc(F)cc2)n1)NCc1ccccc1 | i | -1.92
Cc1ccn(CCC(=O)NC2CC(C)(C)Cc3c2cnn3-c2ccccc2C)n1 (stereo unspecified) | i | 1.19
COc1ccc(N2CCN(C(=O)CC(NC(N)=O)c3cccc(Oc4ccccc4)c3)CC2)cc1 (stereo unspecified) | i | -0.8
CC(C)(C)Nc1scc(-c2ccccc2)[n+]1-c1ccccc1 | i | -2.86
CC(C)(C)OC(=O)N/N=C/c1cccn1-c1ccc([N+](=O)[O-])cc1 | i | -1.34
CCc1cccc(C)c1NC(=O)CSc1nnc(-c2cc3cc(Br)ccc3o2)n1CC | i | 0.4
S=C(c1cn(Cc2ccc(Br)cc2)c2ccccc12)N1CCOCC1 | i | -0.4
CCOC(=O)C1CCCN(c2c(Nc3ccc(C)c(C)c3)c(=O)c2=O)C1 (stereo unspecified) | i | -0.33
CCN(CC)S(=O)(=O)c1ccc(O)c(C(=O)OCC(=O)Nc2cc(C)c(C)cc2[N+](=O)[O-])c1 | i | -0.59
COc1ccc(N2CC(C(=O)Nc3nnc(Cc4ccccc4)s3)CC2=O)cc1 (stereo unspecified) | i | 1.63
Cc1ccc2cc(CCl)c(Cl)nc2c1 | i | 0.34
Nc1ccn(Cc2ccccc2)n1 | i | -1.46
CN(C)c1ccc(C(=O)Nc2nc3c(s2)CCCC3)cc1 | i | -3.29
COc1cc(NC(=O)CC(C)S(=O)(=O)c2ccc3c(c2)NC(=O)CO3)cc(OC)c1OC (stereo unspecified) | i | 0.03
COc1ccccc1NC(=O)c1ccccc1NC(=O)c1cc(Cl)ccc1NC(=O)c1ccco1 | i | 1.54
COc1ccc2oc(C(=O)OCC(=O)Nc3cc(S(=O)(=O)N4CCOCC4)ccc3OC)c(C)c2c1 | i | -1.07
CC[n+]1c(C)sc2cc(C)ccc21 | i | 0.2
Cc1ccc(NC(=O)C(C)N=C2NS(=O)(=O)c3ccccc32)cc1 (stereo unspecified) | i | -3.19
Cc1ccc(-n2c3nc(=O)[nH]c(=O)c-3cc3cc([N+](=O)[O-])ccc32)cc1C | i | 2.51
O=C1c2cccnc2C(=O)N1Cc1cccs1 | i | -1.74
COc1cccc(NC(=O)CCCn2c(=S)[nH]c3ccccc3c2=O)c1 | i | -0.97
Cc1cc(Br)ccc1NC(=O)CNC(=O)c1ccc(-n2cncn2)c([N+](=O)[O-])c1 | i | -0.64
CC(C)(C)S(=O)(=O)Cc1nc(-c2ccc(Cl)c(Cl)c2)cs1 | i | 0.48
COc1ccccc1CN(C)C(=O)c1cccc(S(=O)(=O)N2CCN(Cc3ccccc3)CC2)c1 | i | -0.93
CN(C)C(CN=C1NS(=O)(=O)c2ccccc21)c1ccco1 (stereo unspecified) | i | 0.01
CCC(c1nnnn1C(C)(C)CC)N(CCCO)Cc1cc2cc(C)cc(C)c2[nH]c1=O (stereo unspecified) | i | 0.62
NC(=O)CSc1nnc(NC(=O)C2CC(=O)N(c3ccc(F)cc3)C2)s1 (stereo unspecified) | i | -0.68
CS(=O)(=O)Nc1nnc(SCC(=O)N(c2ccccc2)c2ccccc2)s1 | i | -1.62
CN(c1ccccc1)S(=O)(=O)c1ccc2[nH]c(=O)[nH]c2c1 | i | -0.43
COc1ccc(-c2nc(-c3ccccc3)no2)c(OC)c1 | i | 0.22
COc1ccccc1N(CC(=O)Nc1ccc2c(c1)OCCO2)S(C)(=O)=O | i | 1.71
CN(C)S(=O)(=O)c1ccc(NC(=O)Cn2ccsc2=N)cc1 | i | -0.14
O=C(/C=C/c1ccc(OCCCF)cc1)NCc1cccc(Cl)c1 | i | -0.44

The list continues:
SMILES | KCNQ2 inh | Kir21 inh
CCN(c1cccc(C)c1)S(=O)(=O)c1ccc2c3c(cccc13)C(=O)N2 | i | -0.2
COc1ccc(CC(=O)NCC(=O)N=Nc2c(O)[nH]c3ccccc23)cc1 | i | -2
CCCN(CCC)CCCNC(=O)c1cc2c(=O)[nH]c3ccccc3c2n1C | i | 0.3
CSc1cccc(NS(=O)(=O)c2cccs2)c1 | i | 0.05
COc1ccc2c(C)cc(SCC(=O)Nc3cccnc3Cl)nc2c1 | i | -1.25
CC1(C)Cc2c(sc3c2c(=N)n(Cc2ccco2)c(=O)n3Cc2ccccc2)CO1 | i | -2.19
COc1ccc(C(=O)NNC(=O)CCC(=O)NNC(=O)c2ccc(OC)cc2)cc1 | i | -0.67
COCCC(=O)N(Cc1ccc2c(c1)OCO2)C(C(=O)NC1CCCCC1)c1ccncc1 (stereo unspecified) | i | 1.24
CCOc1ccc(N(CC(=O)Nc2c(C)n(C)n(-c3ccccc3)c2=O)S(=O)(=O)c2ccccc2)cc1 | i | 0.02
COc1cccc(C(=O)Nc2ccc(NC(=O)C(C)C)nc2)c1 | i | -0.19
CCCC(=O)Nc1nnc(-c2ccccc2)o1 | i | 1.04
CC(=O)c1cccc(NC(=O)Nc2cccnc2)c1 | i | -0.79
CCOC(=O)c1cccc(NC(=O)c2cnccn2)c1 | i | 0.02
c1cc(-c2nnc3n2CCCCC3)ccn1 | i | 0.46
CCC(=O)Nc1sc2c(c1C#N)CC(C)(CC)OC2 (stereo unspecified) | i | 0.35
Cc1ccc(NC(=O)NC2CCN(CC(=O)Nc3nccs3)CC2)cc1 | i | 1.51
O=c1c(C(c2ccccc2)c2c(O)sc3ccccc3c2=O)c(O)sc2ccccc12 | i | 2.46
CCOC(=O)c1sc(NC(=O)c2ccoc2C)c(C(N)=O)c1C | i | 0.09
CCOc1ccc(CN2CCC(n3nccc3NC(=O)CCCc3ccccc3)CC2)cc1 | i | -0.64
COc1ccccc1-n1cc(CN2CCN(CC=C(C)C)C(CCO)C2)cn1 (stereo unspecified) | i | -0.13
NC(=O)C1CCN(c2nc(-c3ccccc3)nc3ccccc23)CC1 | i | 0
OC(COc1ccccc1)CN1CCCC1 (stereo unspecified) | i | -1.86
